Screening results from PubChem BioAssay.
bIAP inhibitor – bovine intestinal alkaline phosphatase inhibitors, primary screen, selectivity assay for TNAP inhibitor project, biochemical, bovine IAP, CDP-star luminescence. purified bovine IAP, 30 min. inhibition, % at 20 µM. 190,000 tested, under 10 active;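 active = over 50% inhibition of intestinal alkaline phosphatase at 20 µM in the single-dose screen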
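System: Purified bovine intestinal alkaline phosphatase (IAP) enzyme | Input: IAP diluted 1/65,000,000 in the well | Also added: CDP-star chemiluminescent phosphatase substrate, 30 µM final | Dosing: 20 µM single dose | Times: Enzyme reaction for 30 min at room temperature | Detection: Luminescence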
DTT redox prof – compounds producing H2O2 with reducing agent – biochemical, NIH compound library profiling, artefact control for MLSCN library redox annotation, primary screen; DTT-dependent redox cycling H2O2, phenol red/HRP absorbance; 100% = 100 µM peroxide control, 0% = buffer; activation, % at 10 µM; actives 0.03% (n = 200,000); AID 878, 2007;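 active = activation of at least 50% relative to the plate's high and low controls in the primary single-dose screen; inactive = activation below 50%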;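 note: compound incubated with DTT at 0.8 mM final as the reducing agent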
RAM network inh – inhibitors of the yeast RAM network, primary screen, dse1pr::URA3 reporter, 5-FOA selection | S. cerevisiae dse1pr::URA3 reporter, 5-FOA growth OD615, 2 d; analog-sensitive cbk1-as2 kinase mutant strain | inhibition, % at 50 µM | actives 1.8% (n = 190,000) | AID 868, 2007;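 active = inhibition above a set limit, 3 SD over mean compound inhibition, cut at about 8.4% in these data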;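 note: 0% = DMSO-only wells with no growth and 100% = 10 µM 1-NA-PP1 full growth; inhibition rescues growth on 5-FOA so higher OD means more RAM inhibition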
PPARg SRC3 recr – PPARgamma agonists recruiting SRC-3 coactivator, primary screen, biochemical; actives 0.26% (n = 200,000); AID 731, 2007; activation, % at 8 µM; biochemical PPARgamma/SRC-3 coactivator recruitment assay; in the data active = activation above about 23%;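 note: 0% = DMSO and 100% = reference agonist; some compounds past the cut are filed as inactive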
Target sequence (P37231 whole entry, looked up): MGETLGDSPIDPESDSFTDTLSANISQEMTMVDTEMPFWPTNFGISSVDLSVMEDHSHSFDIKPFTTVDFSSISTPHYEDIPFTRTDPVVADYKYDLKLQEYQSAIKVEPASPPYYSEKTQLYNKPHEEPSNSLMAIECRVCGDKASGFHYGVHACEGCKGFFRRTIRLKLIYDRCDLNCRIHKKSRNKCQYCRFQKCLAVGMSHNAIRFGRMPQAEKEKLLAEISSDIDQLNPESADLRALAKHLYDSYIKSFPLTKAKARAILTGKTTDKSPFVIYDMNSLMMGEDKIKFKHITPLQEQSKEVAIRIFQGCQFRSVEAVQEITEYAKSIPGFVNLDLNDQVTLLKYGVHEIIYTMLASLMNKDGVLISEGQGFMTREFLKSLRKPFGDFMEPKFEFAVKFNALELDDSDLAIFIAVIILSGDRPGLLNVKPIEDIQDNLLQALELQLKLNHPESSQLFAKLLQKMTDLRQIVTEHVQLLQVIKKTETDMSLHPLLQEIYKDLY
S1P3 antag – S1P3 receptor antagonists, primary screen, cell-based; Sphingosine 1-phosphate receptor 3 (Homo sapiens), Q99500; actives 0.27% (n = 170,000); inhibition, % at 4.98 µM; CHO S1P3 NFAT-BLA reporter, FRET fluorescence, antagonist mode;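 active = inhibition above the plate cutoff, the mean inhibition of test wells on that plate plus 3 SD, cut at about 28% in these data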;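 note: cells challenged with S1P at its EC80 of 0.8 µM; blue over green emission ratio from cleaved BLA substrate after 4 h stimulation; 0% = S1P-stimulated wells and 100% = unstimulated DMSO-only wells; some compounds past the cut are filed as inactive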
Efa HMGR inh – inhibitors of E. faecalis class II HMGR, primary screen, biochemical, Enterococcus faecalis; HMG-CoA reductase (Enterococcus faecalis, mvaE); purified E. faecalis HMGR, NADPH absorbance 340 nm kinetic; inhibition, % at 10 µM; actives 0.41% (n = 190,000); AID 1066, 2008;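 active = inhibition above a set limit, the median over all tested compounds plus 3 SD, cut at about 9.5% in these data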;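 note: enzyme runs in reverse so mevalonate oxidation gives rising NADPH absorbance; 0% = complete reaction with DMSO and 100% = background rate lacking mevalonate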
PPARg SRC1 recr – PPARgamma agonists recruiting SRC-1 coactivator, primary screen, biochemical. activation, % at 8 µM. AID 631, 2007. Peroxisome proliferator-activated receptor gamma (Homo sapiens), P37231. actives 0.41% (n = 200,000). PPARgamma-SRC-1 coactivator recruitment biochemical assay; in the data active = activation above about 19%;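 note: 0% = DMSO and 100% = reference agonist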
PPARg SRC2 recr – agonists of PPARg-SRC-2 recruitment, primary screen, biochemical, HTS | PPARgamma LBD-SRC-2 recruitment | activation, % at 8 µM | actives 0.34% (n = 200,000) | AID 1032, 2008; in the data active = activation above about 22%;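 note: 0% = vehicle and 100% = reference agonist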
Lmaj promast – Leishmania major promastigote growth inhibition, primary screen; AID 1063, 2008; Leishmania major promastigotes, resazurin fluorescence viability; inhibition, % at 10 µM; actives 9% (n = 200,000); in the data active = inhibition above about 50%;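 note: promastigotes grown with compound for 44 hours at 28 °C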
SRC2 TRFRET art – TR-FRET signal artefacts, primary screen, artefact control for PPARgamma SRC-2 agonist project, biochemical; TR-FRET artefact counter-screen; stronger effect = higher value; TR-FRET ratio at 8 µM; actives 0.4% (n = 200,000); in the data active = TR-FRET ratio above about 2000; note: inactives centre near 1500
ROMK mod – ROMK potassium channel modulators, primary screen, cell-based, thallium flux, MLSMR library. Tet-inducible ROMK, thallium flux fluorescence; actives lie on both sides. B-score at 10 µM. AID 1918, 2009. ATP-sensitive inward rectifier potassium channel 1 (Homo sapiens), P48048. actives 2% (n = 130,000);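 active = signal ratio slope over the read window, or its plate-corrected B-score, at least 3 SD from the plate mean, either direction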;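 note: B-score of the F/F0 ratio slope over 7 to 12 s after thallium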
Target sequence (P48048 whole entry, looked up): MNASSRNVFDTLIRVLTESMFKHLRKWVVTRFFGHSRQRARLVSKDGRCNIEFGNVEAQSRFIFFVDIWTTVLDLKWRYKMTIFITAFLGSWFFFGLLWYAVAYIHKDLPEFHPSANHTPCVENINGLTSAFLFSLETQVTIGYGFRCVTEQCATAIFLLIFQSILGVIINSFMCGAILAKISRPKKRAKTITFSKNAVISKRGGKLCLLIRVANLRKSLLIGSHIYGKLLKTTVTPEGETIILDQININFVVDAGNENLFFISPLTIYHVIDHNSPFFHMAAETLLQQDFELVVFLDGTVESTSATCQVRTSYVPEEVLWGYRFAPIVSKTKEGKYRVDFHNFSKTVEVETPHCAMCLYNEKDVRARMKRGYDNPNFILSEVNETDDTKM
* = called active by the depositor; . = no result given. Only part of the results is shown; count on the stated rates, not on these rows.

SMILES	bIAP inhibitor	DTT redox prof	RAM network inh	PPARg SRC3 recr	S1P3 antag	Efa HMGR inh	PPARg SRC1 recr	PPARg SRC2 recr	Lmaj promast	SRC2 TRFRET art	ROMK mod
O=C(CSC1c2ccccc2-c2ccccc21)N/N=C/c1ccccc1C(=O)O	-27	-0.5	2.9	2	-10	-8	7	13	-7	1546	0.00048
COc1ccc2nc(/N=C/c3c(O)n(-c4cccc(Cl)c4)c(=O)[nH]c3=O)sc2c1	-6	1.6	-0.7	-5	.	-1	8	6	-5	1593	.
c1ccc2c(CN3CCN(C4CCCCC4)CC3)c[nH]c2c1	-9	1.7	0.6	-9	12	-6	-2	-5	75*	1274	-1
O=C(c1cccc(C(F)(F)F)c1)C1CCCN(Cc2ncc[nH]2)C1 (stereo unspecified)	-5	0.1	1.0	2	-12	0	3	2	-2	1414	0.87
Cc1cc(NC(=O)COC(=O)c2c(C)nn(Cc3ccccc3)c2Cl)no1	7	-2.9	1.8	6	-20	-13	-1	4	-7	1447	.
Cc1ccc(N2C(=O)CC(=O)NC2=O)cc1	12	0.4	0.9	4	7	-3	-4	-6	-5	1599	.
Cc1cc(/C=C2\C(=O)NC(=O)N(c3ccc(F)cc3)C2=O)c(C)n1-c1ccc(C(=O)O)cc1	8	-1.9	4.3	6	-5	-7	1	0	-6	1513	-0.97
NC(=O)CN1CCCC1=O	14	-0.5	1.2	-3	-5	2	9	4	18	1581	.
O=C1CN=C(c2ccccc2)c2ccccc2N1Cc1ccc(C(F)(F)F)cc1	12	2.3	1.6	-14	.	5	-6	5	6	1408	.
CCOP(=O)(OCC)C(NC(=O)c1ccccc1C)C(Cl)(Cl)Cl (stereo unspecified)	0	0.4	-0.6	-5	-6	-2	-4	-10	-4	1408	.
Cc1ccccc1Cc1c(C)nc2nc(SCC(=O)N3CCC4(CC3)OCCO4)nn2c1C	-4	0.1	0.9	-18	.	-5	-2	-3	73*	1358	0.23
CN1C(=O)C(=Cc2ccc(N3CCOCC3)c([N+](=O)[O-])c2)C(=O)N(C)C1=O	15	-0.2	0.8	5	2	-1	0	5	1	1452	0.097
O=c1[nH]c(=O)n(Cc2ccccc2)c(O)c1C=NCCN1CCNCC1	4	0.8	-0.5	1	.	-3	-4	1	-3	1618	0.47
O=c1c2ccccc2nc(/C=C/c2ccc(O)cc2)n1-c1cccc(O)c1	-4	-0.2	6.3	0	16	-9	1	0	-2	1542	0.91
CC(=O)N1CC(=O)Nc2ccc(Cl)cc2C1c1ccc(F)cc1 (stereo unspecified)	10	-1.0	1.4	7	-5	0	2	0	1	1600	.
O=C(O)C(O)(c1ccccc1)C1CCCC1 (stereo unspecified)	-1	-1.4	0.3	10	9	-2	5	-4	-6	1397	-1.7
CC(Cc1ccccc1)[n+]1cc(/N=C(\N)[O-])on1 (stereo unspecified)	2	-0.2	0.0	-3	-31	-1	3	8	-6	1514	-0.099
Cc1ccc(N2C(=O)NC(=O)/C(=C\c3ccc([N+](=O)[O-])o3)C2=O)cc1	10	-2.0	1.6	5	-29	2	7	8	1	1528	-0.95
COc1ccc(S(=O)(=O)N2CC3CC(C2)c2cccc(=O)n2C3)cc1 (stereo unspecified)	5	13	2.4	-2	-8	-1	6	6	-2	1477	0.26
COc1ccccc1OCC#CCN1CCCCCC1	-3	-0.6	1.0	-3	12	-2	2	2	7	1518	-0.036
O=C(O)c1cn(Cc2ccccc2)nc1-c1ccccc1	-4	-0.8	1.1	3	-1	0	8	1	-1	1625	-1.3
O=c1[nH]c(=O)n(-c2cccc3ccccc23)c(O)c1C=NCc1ccc2c(c1)OCO2	-6	0.5	2.6	1	.	0	5	8	-2	1609	-0.19
Cc1ccc(C)c(CN2CCC(n3nnc4cc(F)ccc43)CC2)c1	4	2.5	1.2	7	1	-1	-2	11	17	1568	.
COc1ccc(-n2c(Cc3cccc([N+](=O)[O-])c3)nc3ccccc3c2=O)cc1	-2	-0.1	-0.8	-4	-3	-3	-4	0	5	1584	0.041
COc1ccccc1OCCCn1cc(C(=O)c2ccco2)c2ccccc21	-14	1.8	10*	15	28	1	-2	2	9	1565	.

Carrying on:
SMILES	bIAP inhibitor	DTT redox prof	RAM network inh	PPARg SRC3 recr	S1P3 antag	Efa HMGR inh	PPARg SRC1 recr	PPARg SRC2 recr	Lmaj promast	SRC2 TRFRET art	ROMK mod
CN(CCc1ccccc1)Cc1ccccc1[N+](=O)[O-]	28	-18	1.3	2	.	1	3	8	3	1564	.
Cc1ccccc1-n1c(O)c(/C=C2/C(c3ccccc3)=Nc3ccccc32)c(=O)[nH]c1=O	2	0.1	-0.3	4	22	-3	7	-3	48	1578	-6*
COC(=O)C(O)(c1c[nH]c2ccccc12)C(F)(F)F (stereo unspecified)	-3	2.3	1.9	-1	.	0	1	-6	-3	1492	0.32
Nc1ccccc1C(=O)OCC(=O)c1ccc2c(c1)OCCO2	-30	-0.3	2.5	-2	-3	7	-8	-5	8	1494	0.74
CC(=O)N(C1=NCCCS1)c1ccccc1F	7	2.4	0.9	-2	-46	-8	-5	-6	-5	1432	0.35
CC(=O)c1c(O)n(C2CCCCCC2)c(=O)[nH]c1=O	10	-0.8	-1.4	8	2	0	-3	-1	1	1750	.
Cn1c(=O)cc(SCC(=O)N2CCC3(CC2)OCCO3)c2ccc(Cl)cc21	14	0.1	-1.5	79*	0	-2	50*	73*	14	2539*	.
COCCNC(=O)c1c(NC(=O)c2ccco2)n(Cc2ccccc2)c2nc3ccccc3nc12	9	-1.5	3.1	4	-52	2	8	7	14	1618	-1.5
Clc1ccc(C2NCCc3[nH]cnc32)cc1 (stereo unspecified)	23	1.2	-1.2	-2	-5	-7	5	4	-2	1588	.
O=C(CN1CC=C(c2ccccc2)CC1)NC(=O)NC1CCCCC1	-14	0.7	1.2	6	-5	-2	2	6	-3	1483	-0.12
O=c1c2ccccc2nc(-c2ccccc2)n1-n1cccc1	7	1.1	-0.5	4	-27	-2	7	-5	-1	1485	.
CC1CCN(C(=O)C(C)Cl)CC1 (stereo unspecified)	-4	0.0	0.2	-1	-8	-1	6	2	-4	1584	-0.39
NC1CCCCC1N=Cc1c(O)n(Cc2ccc(F)cc2)c(=O)[nH]c1=O (stereo unspecified)	-21	0.8	0.0	2	-3	-1	14	8	0	1687	.
COc1cc(N2CCOCC2)ccc1C=C1C(=O)NC(=O)NC1=O	7	0.1	1.6	-2	-14	2	-6	-6	-2	1569	.
COC(=O)C(O)(c1ccc(NC(=O)c2ccco2)c(OC)c1)C(F)(F)F (stereo unspecified)	9	0.6	-0.9	4	.	-4	3	9	-2	1588	0.28
CC1CCCCN1CC(=O)c1ccc2cc[nH]c2c1 (stereo unspecified)	4	0.0	2.3	-1	-2	0	3	13	-5	1592	.
Cc1nc2ccccc2c(=O)n1-c1cccc(O)c1	16	0.1	-0.7	-1	-1	2	-6	2	4	1580	.
Cn1c(O)c(C=NC2CCCCCC2)c(=O)[nH]c1=S	5	-0.7	1.3	-4	-10	-5	5	2	9	1647	1
COC(=O)c1ccc(N2C(=O)CC(N3CCC(n4c(=O)[nH]c5ccccc54)CC3)C2=O)cc1 (stereo unspecified)	6	2.4	0.5	11	42	-3	-6	-1	-4	1509	.
O=c1[nH]c(=O)n(Cc2ccccc2)c(O)c1C=Nc1ccc(CN2CCOCC2)cc1	-1	3.8	2.5	1	1	2	3	12	7	1685	.
COc1ccc(C2C(C#N)=C(N)Oc3c2c(=O)oc2ccccc32)cc1Cn1cc([N+](=O)[O-])cn1 (stereo unspecified)	-1	-4.2	2.0	-5	.	-2	2	3	-11	1450	0.64
CN1CC[C@@]23CCCC[C@@H]2[C@@H]1Cc1ccc(O)cc13	10	-0.4	0.6	-1	4	-3	9	3	7	1600	.
CC1=C(C(=O)Nc2ccccc2)SCCO1	13	1.3	3.0	-1	7	-4	2	3	-1	1452	0.28
NCCNc1ccc([N+](=O)[O-])c2cccnc12	32	-0.1	2.2	1	-6	-6	-2	-1	3	1501	-0.086
O=C(COc1ccc(S(=O)(=O)N2CCOCC2)cc1)N1CCN(Cc2ccc3c(c2)OCO3)CC1	-2	0.1	-0.3	2	.	-6	-2	-4	8	1387	-0.3

(further entries)
SMILES	bIAP inhibitor	DTT redox prof	RAM network inh	PPARg SRC3 recr	S1P3 antag	Efa HMGR inh	PPARg SRC1 recr	PPARg SRC2 recr	Lmaj promast	SRC2 TRFRET art	ROMK mod
CCCCN1C(=O)NC(=O)C2(Cc3ccccc3N3CCOCC32)C1=O (stereo unspecified)	-6	2.6	-1.1	4	-50	-7	-8	-4	0	1464	.
Cc1cc(C(=O)CS(=O)(=O)c2ccccc2)cc(C)c1OC(=O)N(C)C	-11	-0.9	1.0	1	-20	0	14	12	1	1518	-0.021
Cc1ccc(-c2nc3ccccc3c(=O)n2-c2ncccc2C)cc1	-2	-5.3	-0.6	6	.	2	-1	7	3	1637	.
O=C(Nc1ccc(OC(=O)N2CCCCC2)cc1)N1CCOCC1	1	0.5	0.1	-4	-26	-3	-6	-7	7	1342	-0.037
CCC(=NC1CCN(Cc2ccccc2)CC1)c1c(O)[nH]c(=O)[nH]c1=O	-4	3.3	2.0	2	-5	-1	8	6	-4	1520	-0.53
COc1cccc(CNC2CN3CCC2CC3)c1OC (stereo unspecified)	0	-2.0	0.8	1	-2	-2	-5	12	-2	1637	.
CCCC(=O)C1C(=O)NC(=O)NC1=O	1	2.2	0.7	0	-22	1	0	13	1	1409	.
OC(CCNCCc1c[nH]c2ccccc12)C(F)(F)F (stereo unspecified)	0	-0.1	0.7	4	-7	0	2	1	-1	1583	-0.81
Nc1c(C(=O)NC2CCCC2)c2nc3ccccc3nc2n1CC1CCCO1 (stereo unspecified)	-16	0.0	-1.6	-13	-32	-5	-5	-10	51*	1458	-1.1
CC(C)NS(=O)(=O)c1ccc(OCC(=O)N2CCN(Cc3ccccc3)CC2)cc1	.	-3.1	.	-4	2	.	-1	-8	6	1581	0.75
C=CCn1c(O)c(C(CC)=Nc2ccccc2NC(C)=O)c(=O)[nH]c1=O	15	-0.1	-0.6	11	-11	-5	4	5	-8	1393	.
